Screens as filed in PubChem BioAssay.
C2C12 statin = suppression of simvastatin myotoxicity; rescue of ATP level, % at 7.49 µM; C2C12 myotubes + simvastatin, ATP luminescence, 48 h; scaled: DMSO 0, geranylgeraniol control 100; AID 602340; hit rate 0.78% among 330,000;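 active = mean ATP rescue above about 67%, or every replicate alone reaching that limit, limit read from the data, passing the limit was not always enough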;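 note: myotubes were challenged with 10 µM simvastatin during compound exposure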
PGC1a acetyl inh = lowers PGC1a acetylation signal in U2OS cells | AlphaScreen anti-acetyl-lysine; with virally co-expressed GCN5 acetyltransferase | inhibition, % at 15.6 µM | hit rate 0.17% among 350,000 | AID 651687;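 active = every replicate shows inhibition of at least 40%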;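 note: 0% = neutral control wells and 100% = positive control wells; some results beyond the cut were filed as inactive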
LGR2 inh = blocks bursicon-induced cAMP signaling via Drosophila LGR2 | HEK293 LGR2, CRE-luciferase, bursicon-stimulated, 4 h | inhibition, % at 9.99 µM | hit rate 0.35% among 380,000;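 active = drop in luminescence signal, shown as inhibition above about 50% in the replicate tests, limit read from the data, passing the limit was not always enough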;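 note: agonist challenge used bursicon conditioned medium at about half maximal strength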
ERAP1 inh = ERAP1 (human) enzyme inhibition. recombinant ERAP1, Leu-AMC fluorescence, 60 min. inhibition, % at 10.7 µM. hit rate 0.15% among 340,000;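 active = mean replicate inhibition of at least 30%, or all replicates individually reaching that 30% level; inactive = mean below 30% and not every replicate reaching it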;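 note: 0% = neutral control wells and 100% = L-leucinethiol positive control wells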
S100A4 MyoIIA = inhibitors of human S100A4 binding to myosin IIA peptide; S100A4/TAMRA-MyoIIA peptide fluorescence polarization; inhibition, % at 10.7 µM; hit rate 0.14% among 360,000; AID 652163;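 active = mean inhibition of at least 70% across replicates, with every replicate also reaching that level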
Target sequence (P26447 whole entry, looked up): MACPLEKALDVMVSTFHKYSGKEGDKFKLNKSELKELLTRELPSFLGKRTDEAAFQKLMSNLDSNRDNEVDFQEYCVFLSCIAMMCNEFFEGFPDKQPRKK
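Test system: S100A4 monomer protein; Medium: HEPES pH 7.2 with CaCl2, KCl, NaCl, DTT, Triton; Probe or stimulus: TAMRA-labelled myosin IIA heavy-chain peptide probe, 5 nM; Doses: one dose per compound; Times: polarization read 5 min after assay mix addition, stable 5–60 min; Benchmarks: neutral control DMSO, positive control TFP.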
Cneo AK release = Cryptococcus neoformans lysis via adenylate kinase release; C. neoformans lysis, adenylate kinase release luminescence, 4 h; normalised: neutral wells 0, clomiphene wells 100; lysis activity, % at 15 µM; hit rate 0.2% among 360,000; AID 651654;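 active = mean lysis activity across replicates of at least 80%, whatever share of replicates individually reach that level; inactive = mean lysis activity below 80%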
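Assay system: C. neoformans cells. Amount: yeast cell density of 5 × 10^6 cells/mL. Technique: AK luminescence. Buffer or medium: YPD. Times: static 4 h at 37 °C with compound, 1 h detection. Dosing: single-point compound dose. Read-out: lysis from increased AK signal.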
SIRT5 inh = sirtuin-5 (human) deacylase inhibition. Purified SirT5, succinyl-peptide AMC, trypsin-coupled fluorescence. AID 652115. hit rate 1.1% among 330,000. Q9NXA8. inhibition, % at 15 µM; in the data active = inhibition above about 15%
Target sequence (Q9NXA8 whole entry, looked up): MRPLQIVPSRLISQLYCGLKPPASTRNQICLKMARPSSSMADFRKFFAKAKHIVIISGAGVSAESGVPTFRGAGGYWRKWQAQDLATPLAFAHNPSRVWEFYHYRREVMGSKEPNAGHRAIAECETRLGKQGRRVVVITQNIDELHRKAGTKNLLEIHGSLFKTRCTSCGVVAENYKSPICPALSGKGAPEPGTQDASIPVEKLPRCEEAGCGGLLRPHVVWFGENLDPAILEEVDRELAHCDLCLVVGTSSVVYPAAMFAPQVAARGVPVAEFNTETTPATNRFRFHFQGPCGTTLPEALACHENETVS
XiGFP reactiv = reactivates the inactive X chromosome in mouse fibroblasts; XiGFP mouse fibroblasts, % GFP-positive cells imaging, 3 d; cells co-treated with 5-aza-dC sensitizer; scaled so ellipticine positive control = 100%; activation, % at 7.58 µM; hit rate 0.055% among 360,000;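 active = mean normalized replicate activation at least 10% and every replicate at or above 10%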;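 note: 0% = median of on-plate neutral control wells and 100% = ellipticine 6 µM median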
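System: SV40-immortalized XiGFP fibroblast cells, line 68-5-11 / Incubation: 3-day compound exposure, then 15 min fixation at room temperature / Compound: single concentration per compound, delivered by pin transfer / Buffer or medium: DMEM plus 5-aza-dC sensitizer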
* marks the source's active call; other numbers are inactive results; / = not tested or not shown; & = joins results of further samples. These rows are one share of the data; rates above refer to the full screens.

item	SMILES	C2C12 statin	PGC1a acetyl inh	LGR2 inh	ERAP1 inh	S100A4 MyoIIA	Cneo AK release	SIRT5 inh	XiGFP reactiv
1	Cc1cccc(N2CCN(C(=O)CCC(=O)N3CC(C)Oc4ccccc43)CC2)c1C (stereo unspecified)	10	-26	11	5	1	1	11	0.1
2	C=CCNC(=O)c1oc2ccc(S(=O)(=O)N3CCC4(CC3)OCCO4)cc2c1C	-7	7	-22	1	-3	-1	-10	0.1
3	Cc1ccc(NC(=O)CN2CCc3ccccc3C2)cc1S(=O)(=O)N(C)C	/	-12	9	0	0	/	-2	0.1
4	COCC(=O)N1CCCCN2[C@@H](CO)[C@@H](c3ccc(-c4ccccc4)cc3)[C@@H]2C1	/	-4	0	-2	-2	51	-3	0.2
5	O=C(C[C@H]1C[C@@H]2c3cc(NC(=O)c4ccc5c(c4)OCO5)ccc3O[C@@H]2[C@H](CO)O1)NCCN1CCCCC1	0	-2	-10	-5	-3	56	4	0.2
6	CN1CCN(C(=O)C2=C[C@H](c3ccc(Br)cc3)C[C@H](OCCCCO)O2)CC1	3	10&6	1	2&-3	-5&-1	0&-9	-2	0.0
7	COc1cc([N+](=O)[O-])cc2sc(NC(=O)C(C)(C)C)nc12	29	4	5	4	-1	1	-1	0.0
8	COC(=O)C1=COC(C)C2CN3CCc4c([nH]c5ccccc45)C3CC12 (stereo unspecified)	-5	1	/	1	8	0	-1	/
9	Cc1ccc(C(=O)Nc2nc(-c3ccco3)c(-c3ccco3)s2)o1	-2	/	-11	1	-5	-2	0	0.0
10	CCC(=O)N1C[C@H](C)[C@H](OC)CN(C)C(=O)c2ccc(NC(=O)Nc3ccc(Cl)cc3)cc2OC[C@H]1C	2	9	2	/	-20	-2	-2	0.0
11	COc1cc([C@@H]2CC=C(C(=O)O)[C@H](c3cccc(Cl)c3)N2S(=O)(=O)c2ccc(C)cc2)cc(OC)c1OC	4	/	-1	8	-1	8	3	0.0
12	Cc1ccc2c(c1)N(CCCC(=O)NCc1ccc3c(c1)OCO3)C(=O)CO2	0	-37	9	0	-1	1	3	0.2
13	CCOc1ccc(CNc2ccc3c(c2)ncn3C(C)(C)C)cc1	7	-10	-24	1	-8	6	-5	0.0
14	Cc1ccc2nc(-c3ccc(NC(=O)c4ccco4)cc3)[nH]c2c1	-55	-10	-7	3	-3	-7	-1	/
15	CCC(Sc1nc2ccsc2c(=O)n1CCC(=O)O)C(=O)Nc1ccc(Cl)cc1 (stereo unspecified)	5	2	3	-5	17	0	/	0.2
16	CN1CCN(C(=O)c2cnc(Cc3c[nH]c4ccccc34)c(I)c2)CC1	-16	/	-18	/	1	4	-3	0.0
17	CN1C(=O)c2cc(NC(=O)c3cccc(C(F)(F)F)c3)ccc2OC[C@@H]2O[C@H](CC(=O)O)CC[C@@H]21	-13	/	-5	-4	-2	-1	-4	0.0
18	COc1ccc(NC(=O)Nc2ccc3c(c2)C(=O)N([C@H](C)CO)C[C@H](C)[C@@H](CN(C)S(=O)(=O)c2ccc(OC)cc2)OCCCC[C@@H](C)O3)cc1	/	-12	-2	/	/	-2	/	0.2
19	COc1ccc(NC(=O)Nc2ccc3c(c2)C(=O)N([C@H](C)CO)C[C@@H](C)[C@H](CN(C)CC2CC2)OCCCC[C@@H](C)O3)cc1	/	-4	3	-1	-1	3	5	0.3
20	CCCCC(C(=O)NC(C)(C)C)N(Cc1ccccc1)C(=O)c1snc(C(N)=O)c1N (stereo unspecified)	42	/	21	5	-3	0	5	0.0
21	COc1cccc(C2=CC(=O)C[C@H](c3ccc(Cl)cc3)C2)c1	14	0	/	0	2	-1	-1	0.6
22	NC1=C(Br)C(=O)c2ccccc2C1=O	/	10	/	0	0	-4	-3	0.2
23	CC(C)Oc1cccc(C(=O)Nc2ccc(Br)cc2F)c1	/	/	24	-2	5	/	-3	0.1
24	CC1(C)OC2OC(C(=O)N/N=C/c3ccccc3F)C3OC(C)(C)OC3C2O1 (stereo unspecified)	103*	-7	/	-1	-5	0	1	0.0
25	C[C@@H]1CN([C@@H](C)CO)C(=O)c2cc(C#CCC3CCCC3)cnc2O[C@H]1CN(C)S(=O)(=O)c1cccs1	-5	2	6	/	-3	0	-2	0.0
26	CCCCn1c(CNC(C)=O)nc2ccccc21	6	/	3	1	-6	5	-3	0.5
27	COc1ccc(Cl)cc1NC(=O)C/C(C)=N/NC(=O)c1ccccc1[N+](=O)[O-]	2	/	13	2	6	3	15	0.0
28	COc1ccc2c3c([nH]c2c1)[C@@H](CO)N(C(=O)Nc1c(C)noc1C)CC31CCN(CC2CC2)CC1	/	/	-8	-1	-41	/	-6	0.2
29	N#C[C@H]1[C@@H](c2ccccc2C2=CCCC2)[C@@H](CO)N1C(=O)NC1CCCC1	/	6	4	3	2	/	2	0.2
30	COc1ccc(SCCN2CC[C@@H](NC(=O)OCc3ccccc3)CCC2=O)cc1	-11	11	0	2	-14	1	0	0.0
31	COC(=O)[C@@]12C[C@@H](CC(=O)N3CCN(C(=O)c4ccco4)CC3)C(=O)N(Cc3cccc4ccccc34)C1=CCC(C)(C)C2	/	/	4	2	-5	/	/	-0.1
32	N#C[C@@H]1[C@@H](c2ccc(-c3cncnc3)cc2)[C@H](CO)N1C(=O)C1CCOCC1	-26	5	3	-2	-11	-1	2	0.1
33	Cc1noc(C)c1NC(=O)N[C@@H]1C=C[C@H](CC(=O)N2CCN(C)CC2)O[C@@H]1CO	-2	2	-5	1	-6	-6	-2	-0.5
34	O=C(NNC(=S)Nc1ccccc1)c1cccc(S(=O)(=O)N2CCOCC2)c1	/	-17	-22	0	-6	/	0	0.3
35	CC(=O)Oc1ccccc1N(C(C)=O)S(=O)(=O)c1cccc([N+](=O)[O-])c1	-6	-7	5	-1	-3	/	0	0.0
36	C[C@H](CO)N1C[C@H](C)[C@H](CN(C)CC2CC2)Oc2ncc(-c3ccc(F)cc3)cc2C1=O	20	8	2	0	-16	14	-3	-0.2
37	CCO[C@@H]1OC(C(=O)NCc2ccccc2)=C[C@H](C2CCCCC2)[C@H]1CCCO	-18	-3	7	-2	0	1	-1	0.0
38	O=C(CN(C(=O)c1csnn1)c1ccc(F)c(Cl)c1)NCc1ccccc1	2	7	3	-2	0	-1	-3	0.0
39	O=C(CCC1CCCN(C(=O)CC2=CCCCC2)C1)N1CCN(c2ccccn2)CC1 (stereo unspecified)	4	-3	-17	6	0	-13	-4	0.6
40	C[C@H](CO)N1C[C@H](C)[C@@H](CN(C)S(=O)(=O)c2cn(C)cn2)Oc2ccc(NC(=O)Cn3cnnn3)cc2CC1=O	-16	6	0	-2	5	-3	5	0.0
41	C[C@@H]1CN([C@H](C)CO)C(=O)Cc2cc(NS(=O)(=O)c3ccc(Cl)cc3)ccc2O[C@@H]1CN(C)C(=O)Nc1ccc(C(F)(F)F)cc1	20	0	14	1	3	-3	-3	0.3
42	Oc1ccc(C[C@H]2CNCCN2CCc2cccc3ccccc23)cc1	1	/	17	1	8	11	/	0.0
43	COc1ccc2c3c(n(C)c2c1)[C@H](CO)N(C(=O)C1CC1)CC31CCN(Cc2cccc(F)c2)CC1	/	4	-5	1	2	/	0	0.0
44	Cc1cc(C)c2c(CN3CCCCC3)cc(=O)oc2c1	-7	/	10	0	-2	-9	0	0.2
45	COCCN(CCOC)S(=O)(=O)c1ccc(C(=O)Nc2nnc(C)o2)cc1	1	-1	4	/	/	-3	/	/
46	O=C(NC(=S)N1CCOCC1)C12CCC3CC(CC(C3)C1)C2	0	4	11	3	-2	0	0	0.1
47	C(=N\N(Cc1ccccc1)c1ccccc1)/c1ccco1	16	4	-18	-2	-7	-5	-2	0.0
48	Cc1ccc(S(=O)(=O)N(C)C[C@H]2OCCCC[C@@H](C)Oc3ccc(NC(=O)Cc4ccccc4)cc3C(=O)N([C@H](C)CO)C[C@@H]2C)cc1	-14	-5&-9	-11	-1&0	-2&-9	3&17	-1&3	0.0&0.0
49	CS(=O)(=O)c1ccc(C(=O)NC(Cc2ccccc2)c2ccccc2)cc1 (stereo unspecified)	1	/	-5	0	-5	1	-5	0.1
50	O=C(Nc1cccc(C(F)(F)F)c1)OCc1ccncc1	-2	-2	6	/	-1	-2	-5	0.0

Next section:
item	SMILES	C2C12 statin	PGC1a acetyl inh	LGR2 inh	ERAP1 inh	S100A4 MyoIIA	Cneo AK release	SIRT5 inh	XiGFP reactiv
51	CCOCCCNC(=O)c1c[nH]c2ccc(OCC)cc2c1=O	/	-1	0	4	7	1	-2	0.0
52	CCOc1ccc(NS(=O)(=O)c2c(C)nc3sccn3c2=O)cc1	-7	11	1	1	14	5	1	-0.2
53	O=C(NC1CCC1)[C@H]1[C@H](CO)[C@H]2Cn3c(ccc(C4=CCCCC4)c3=O)[C@H]2N1C(=O)C1CCOCC1	19	/	-6	-2	6	-2	-12	0.2
54	CCCCc1c(O)n2c(nc3ccccc32)[nH]c1=O	-10	4	6	/	/	-3	/	/
55	C[C@H]1CN([C@@H](C)CO)C(=O)c2cc(-c3ccc(F)cc3)cnc2O[C@H]1CN(C)C(=O)c1ccc(F)cc1	8	0	-24	-1	10	19	-2	-0.6
56	COc1cc(NC(=O)C2CCCN2S(=O)(=O)c2cccc3cccnc23)cc(OC)c1OC (stereo unspecified)	5	2	-8	0	10	-3	/	-0.1
57	Cc1cc(-n2c(SCC(=O)Nc3ccc(F)c(F)c3)nc3n[nH]c(C)c3c2=N)ccc1Cl	-20	-2	12	-1	9	0	-5	0.3
58	CCN(CC(=O)Nc1c(F)cccc1F)C(=O)C1CCCN(C(=O)c2ccc(Cl)cc2)C1 (stereo unspecified)	13	4	11	3	-11	2	3	0.2
